S3 lipid droplet = qHTS Assay for Lipid Storage Modulators in Drosophila S3 Cells. Drosophila S3 cells, BODIPY lipid droplet fluorescence, 18-24 h; cells fed with added oleic acid. lipid storage change, negative = inhibition, % at the top dose, mostly 46.1 µM; hits show Potency in µM. 0.64% of 320,000 active. AID 2685; active = well fitted inhibition curve with a large enough effect in the signal ratio, with a control signal flat, not every such curve was filed as active; inconclusive = small, poorly fitted or top-dose-only effect, or effect the other way, or a change in a side signal; the % refers to the signal ratio
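Drosophila S3 cells got compounds at several concentrations plus oleic acid (400 uM solution). Laser-scanning cytometry with 488 nm excitation read lipid droplets at 500-530 nm and cells at 575-640 nm. Percent activity was relative to 20 uM Triacsin C.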
S3 lipid droplet cell count max = recorded beside S3 lipid droplet, whose call it bears; cell number change, %; measured here: cell count max response;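 cells counted by Cell Tracker Red CMTPX staining in the red channel; peak over a dose series mostly up to 46.1 µM; percent activity relative to internal control wells on each plate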
An asterisk follows results filed as active; i = inactive; ? = inconclusive; / = no result given; [ ] = remark or other dose. % is set by controls: 0 for no effect and ±100 for the full control effect; potency is the fitted concentration of half-maximal effect. This is a subset; count on the stated rates, not on these rows.

Second line of a record – S3 lipid droplet	S3 lipid droplet cell count max
> CC1C(=O)C(C)C(c2cccc(Br)c2)NC1c1cccc(Br)c1 (stereo unspecified)
 : 23.0%	5.6
> CN(C)C(CNC(=S)Nc1cccc(Cl)c1)c1cccnc1 (stereo unspecified)
 : -1.1%	-7.6
> COc1ccc(C(=O)Cn2c(N3CCOCC3)nc3ccccc32)cc1OC
 : -26.9%	/
> COc1cc2c(c(OC)c1OC)-c1ccc(OC)c(=O)cc1[C@@H](NC(C)=O)CC2
 : -15.2%	-17.8
> COc1cc(C(C)=O)ccc1OCC(O)CN1CCN(c2cc(C)cc(C)c2)CC1 (stereo unspecified)
 : 2.8%	-3.0
> O=C(NC1CCCCC1)c1n[nH]c2c1CC(c1ccccc1)CC2 (stereo unspecified)
 : ?	/
> COc1ccc(NC(=O)C(CC(C)C)NS(=O)(=O)c2ccc3c(c2)CCN3C(C)=O)cc1OC (stereo unspecified)
 : -0.9%	18.6
> COc1ccc(CSc2nnc(-c3ccncc3)n2C)cc1F
 : ?	/
> CN(Cc1cc2ccccc2[nH]c1=O)C(=O)c1cccs1
 : 14.1%	/
> Nc1ccc(SCC(=O)Nc2cccc([N+](=O)[O-])c2)cc1
 : ?	/
> CCN(CC)S(=O)(=O)c1cc(C(=O)Nc2ccccc2[N+](=O)[O-])ccc1Cl
 : ?	/
> CCCOc1ccc(-c2csc3ncn(Cc4ccc(C(=O)O)cc4)c(=O)c23)cc1
 : ?	/
> CCN(CC(=O)NC(C)C)C(=O)c1ccc(Cl)cc1
 : -5.9%	-12.7
> O=C(Cn1cc([N+](=O)[O-])cn1)NCc1ccc(-n2cccn2)cc1
 : -1.9%	9.1
> COc1ccc(CCNC(=O)Cn2nnc(C(=O)Nc3ccc(Br)cc3)c2N)cc1OC
 : ?	/
> O=C(Nc1ccc([N+](=O)[O-])cc1)c1cccc(S(=O)(=O)Nc2cccnc2)c1
 : -9.9%	7.7
> Cc1ccc(S(=O)(=O)NNC(=O)c2cccc(O)c2)cc1
 : 7.9%	17.9
> COCC(=O)Nc1ccccc1C(=O)Nc1ccc(OC)cc1
 : ?	/
> CC(=O)Nc1ccc(NC(=O)CCn2c(=S)oc3ccccc32)cc1
 : ?	/
> C=CCNC(=O)C(C#N)c1nc2ccccc2nc1N1CCN(Cc2ccccc2)CC1 (stereo unspecified)
 : ?	/
> O=C(CCSc1nc(-c2ccco2)cc(C(F)(F)F)n1)NCC1CCCO1 (stereo unspecified)
 : ?	/
> CCOc1cc(/C=N/NC(=O)c2cccnc2)ccc1OCC(=O)N1CCOCC1
 : 4.0%	0.2
> COc1ccc(CCNC(=O)CC2SC(N)=NC2=O)cc1OC (stereo unspecified)
 : ?	/
> O=C(Nc1ccccc1C(=O)Nc1ccccc1)c1ccccc1F
 : -1.5%	-8.3
> CCN1CCN(C(=O)c2ccc(C)c(S(=O)(=O)Nc3cccc(C)c3)c2)CC1
 : ?	/
> COc1ccc(-c2csc(-c3cccs3)n2)c(OC)c1
 : ?	/
> Cc1ccc(NC(=O)N2CCCCCC2)cc1
 : i	6.6
> Cn1c(C(=O)N2CCN(c3ccc(Cl)cc3)CC2)cc2c(=O)[nH]c3ccccc3c21
 : -2.6%	18.3
> O=C(Nc1ccc(-c2nc3ccccc3[nH]2)cc1)c1cccc(N2C(=O)CCC2=O)c1
 : ?	/
> CCC(C)c1ccccc1NC(=O)c1cc2cccc([N+](=O)[O-])c2[nH]1 (stereo unspecified)
 : -13.7%	-4.8

Ordered by the number under S3 lipid droplet cell count max (highest first): three from the list above.
Second line of a record – S3 lipid droplet	S3 lipid droplet cell count max
> Cn1c(C(=O)N2CCN(c3ccc(Cl)cc3)CC2)cc2c(=O)[nH]c3ccccc3c21
 : -2.6%	18.3
> CCOc1cc(/C=N/NC(=O)c2cccnc2)ccc1OCC(=O)N1CCOCC1
 : 4.0%	0.2
> O=C(Nc1ccccc1C(=O)Nc1ccccc1)c1ccccc1F
 : -1.5%	-8.3

Remaining list, next part:
Second line of a record – S3 lipid droplet	S3 lipid droplet cell count max
> Cc1cc(=O)oc(C)c1C(=O)O
 : ?	/
> CSc1cccc(NC(=O)CC2Oc3ccccc3NC2=O)c1 (stereo unspecified)
 : -16.3%	-12.9
> COc1ccc(C[C@H]2CN3C(=NC[C@@H]3C(C)C)N2CCNC(=O)CCC2CCCCC2)cc1
 : 0.3%	-13.5
> C=CCN(c1ccccc1)S(=O)(=O)c1cccc(C(=O)Nc2cc(C)ccn2)c1
 : -12.8%[0.0737 µM]	/
> O=C(NC(Cc1ccccc1)C(=O)NCCc1ccccn1)c1cccs1 (stereo unspecified)
 : ?	/
> CCOC(=O)C(=O)Nc1cc(C)on1
 : 0.7%	-2.0
> CSc1cccc(CNC(=O)C2CCC(=O)N(CC3CCCCC3)C2)c1 (stereo unspecified)
 : ?	/
> Cc1ccc(CC2CC(=O)N(c3nc(C)cc(C)n3)C2=O)cc1 (stereo unspecified)
 : 10.8%	3.7
> CCCCCCCc1nc2sc3c(c2c(=O)n1N)CC(C)(C)OC3
 : 16.8%	16.8
> COc1ccc(CC2(CO)CCN(Cc3cnn(C)c3C)CC2)cc1
 : 8.3%	2.0
> CCOC(=O)N1CCN(Cc2nc3cc(NC(=O)CC(C)C)ccc3n2CC)CC1
 : -45.9%	-4.6
> Cc1ccc(Cl)cc1N1CCN(C(=O)c2ccc(CN3CCOCC3)cc2)CC1
 : i	-14.6
> O=C(Cc1ccc(Cl)cc1)c1c[nH]c(C(=O)NCCCN2CCOCC2)c1
 : 14.1%	33.1
> COc1ccc(S(=O)(=O)NCCCn2ccnc2)cc1Cl
 : i	-12.2
> OC[C@H]1O[C@@H](O[C@@H]2[C@@H](CO)O[C@@](O)(CO)[C@H]2O)[C@H](O)[C@@H](O)[C@H]1O
 : -21.0%	/
> O=C(Nn1c(-c2ccc(F)cc2)nc2ccccc2c1=O)c1cccnc1
 : 0.7%	16.1
> CCn1cc(/C=C(\NC(=O)c2ccc(OC)c(OC)c2)C(=O)NCCCO)c2ccccc21
 : ?	/
> CCS(=O)(=O)Nc1cc2c3c(c1)CCC(=O)N3CCC2
 : i	1.2
> CCc1ccc(NC(=O)COC(=O)c2cccs2)cc1
 : ?	/
> CC1CCN(C(=O)c2cccc(S(=O)(=O)N3CCN(c4ccccc4)CC3)c2)CC1
 : ?	/
> Cc1ccc(NC(=O)CN2CCOCC2)cc1Cl
 : 3.1%	2.6
> O=C(COC(=O)/C=C/c1cccc(C(F)(F)F)c1)NCc1ccco1
 : ?	/
> CC(C)(CC(=O)O)CC(=O)Nc1ccc(Cl)c(Cl)c1
 : -0.6%	14.4
> COc1ccccc1NC(=O)N1CCCC1C(=O)NCc1ccccc1 (stereo unspecified)
 : -8.6%	-7.9
> COC(=O)c1ccc(N2CCN(C)CC2)c(NC(=O)c2cc3ccccc3o2)c1
 : 7.8%	12.6
> O=C(NCc1ccccc1)C1CCCN(C(=O)Nc2ccccc2)C1 (stereo unspecified)
 : ?	/
> O=c1c2oc3ccccc3c2ncn1Cc1cccc(Cl)c1
 : -0.9%	8.7
> CC1CCCCC1Nc1nc2ccc(Cl)cc2n2cnnc12 (stereo unspecified)
 : -28.7%	12.0
> O=C(CN1C(=O)COc2ccccc21)NCCCN1CCOCC1
 : i	10.0
> OC(COc1c(Br)cc(Br)cc1Br)CN1CCOCC1 (stereo unspecified)
 : ?	/
> O=C(Cc1ccc(Cl)cc1Cl)Nc1ccncc1
 : ?	/
> CCOC(=O)c1c(C)n(C)c2cc(OCCN(CC)CC)ccc12
 : i	-16.6
> COc1cc(OC)c(NS(=O)(=O)c2ccc(Cl)c(C(=O)OC(C)C(=O)N3CCCC3)c2)cc1Cl (stereo unspecified)
 : ?	/
> C=COc1ccc(N2C(=O)c3ccccc3OC2C)cc1 (stereo unspecified)
 : -16.0%	0.9
> CC(OC(=O)c1ccc(Cl)nc1)C(=O)N1CCc2ccccc21 (stereo unspecified)
 : ?	/
> Cc1cc(C(F)F)n2nc(C(=O)Nc3ccc(S(=O)(=O)NC45CC6CC(CC(C6)C4)C5)cc3)nc2n1
 : i	8.3
> O=C(Cn1c(O)c(/C=C2\C=Nc3ccc(Br)cc32)sc1=O)N1CCCC1
 : ?	/
> O=C(CCCOc1ccc(Cl)cc1Cl)NCc1ccccn1
 : 3.5%	16.2
> CCC(C)(C)n1nnnc1C(c1cc2cccc(C)c2[nH]c1=O)N1CCCC1 (stereo unspecified)
 : ?	/
> COC(=O)COc1nc(C)c2c(c1C#N)CC(C)(C)OC2
 : ?	/
> COc1ccc(C(=O)NC(C)c2cnn(-c3ccccn3)c2C)o1 (stereo unspecified)
 : -17.5%	-28.2
> CCCCCSc1nc2c(c(=O)[nH]c(=O)n2C)n1CCc1ccccc1
 : ?	/
> COc1ccc(S(=O)(=O)Oc2ccc3ccccc3c2)cc1
 : ?	/
> Cc1occc1-c1nnc(SCC(=O)NC2(C#N)CCCC2)n1C
 : ?	/
> COc1ccc(S(=O)(=O)NCCc2c[nH]c3ccc(Cl)cc23)cc1
 : 20.6µM*	/
> COc1ccc(NC(=O)c2sc(NC(=O)COc3ccccc3)nc2C)cc1
 : ?	/
> Cc1ccc(C(=O)O/N=C(\N)c2ccccn2)cc1C
 : 6.3%	17.5
> COc1cc(-c2nc(-c3ccccn3)no2)cc(OC)c1OC
 : 7.5%	-6.9
> Cc1ccc(-n2nc3c(c2NC(=O)/C=C\c2ccc4c(c2)OCO4)CSC3)cc1
 : ?	/
> O=C(Nc1ncccn1)c1ccc([N+](=O)[O-])o1
 : -14.6%	-11.9
> CCn1ncc(C2=NOC(C(=O)Nc3cc(OC)c(Cl)cc3OC)C2)c1C (stereo unspecified)
 : ?	/
> CCOC(=O)C1CCCN(C2CC(=O)N(c3ccc(C)cc3)C2=O)C1 (stereo unspecified)
 : ?	/
> Cc1cccc(NC(=S)NNC(=O)COc2ccc(Cl)cc2Cl)c1
 : ?	/
> CCCC(CCC(=O)Nc1ccc(C(=O)OCC)cc1)C(=O)O (stereo unspecified)
 : -0.1%	-9.9
> CCCOc1cccc(C2C(C(=O)c3ccc(C)o3)=C(O)C(=O)N2c2nc(C)c(C(C)=O)s2)c1 (stereo unspecified)
 : ?	/
> CCn1c(CNC(=O)c2cccnc2)cc2ccccc21
 : ?	/
> O=C(NCc1ccccc1C(F)(F)F)C1CC(c2cc(C(F)(F)F)cc(C(F)(F)F)c2)=NO1 (stereo unspecified)
 : 7.5%	3.1
> CCCC1(CCC)NC(=O)N(CC(=O)N2CCN(C(=O)c3ccco3)CC2)C1=O
 : ?	/
> Cc1cccc(Nc2nc(N3CCOCC3)nc(N3CCOCC3)n2)c1
 : ?	/
> O=C(CSc1nnc(NC(=O)c2ccco2)s1)Nc1ccccc1
 : ?	/

Additional compounds
Second line of a record – S3 lipid droplet	S3 lipid droplet cell count max
> COC(C(=O)NNS(=O)(=O)c1ccccc1[N+](=O)[O-])c1ccccc1 (stereo unspecified)
 : ?	/
> c1ccc(N2CCN(C3CCSC3)CC2)cc1 (stereo unspecified)
 : i	4.9
> COCCSc1nnc(NC(=O)Cc2ccc(OC)cc2)s1
 : 4.0%	5.1
> O=C(O)c1cc(-c2c[nH]c3ccccc23)nc2ccc3ccccc3c12
 : ?	/
> CCCC(=O)N(CCN1CCOCC1)c1nc2ccc(OCC)cc2s1
 : ?	/
> CCCN(CC(=O)Nc1ccccc1Br)CC(=O)Nc1ccc(F)c(F)c1F
 : 16.3%	/
> CC(=O)N/C(=C\c1ccc(C)cc1)C(=O)O
 : -2.6%	14.1
> COC(=O)c1ccc(N2CCN(CCNC(=O)Nc3ccc(OC)cc3)CC2)cc1
 : 15.9%	19.9
> O=C(CCC(=O)OCC(=O)c1ccc(Br)cc1)Nc1cccc2cccnc12
 : ?	/
> CC(=O)NC1=NN(C(C)=O)C(C)(CC(=O)OC(C)(C)C)S1 (stereo unspecified)
 : -0.2%	1.4
> CC(=O)c1cn(CC(=O)NCc2cccnc2)c2ccccc12
 : i	/
> COCCOC(=O)c1c(NC(=O)CNCc2ccco2)sc(C(N)=O)c1C
 : ?	/
> CC(=O)c1ccc(OCC(O)CN2CCOCC2)cc1 (stereo unspecified)
 : ?	/
> O=C(O)CCN1C(=O)C2CCCCC2C1=O (stereo unspecified)
 : 1.9%	-0.1
> CCc1nc2sc3c(O)cc(=O)[nH]c3c2cc1C
 : -0.8%	-4.8
> O=C(CCc1ccccc1)NNC(=O)Nc1ccc(F)c(Cl)c1
 : ?	/
> CCOc1ccc(S(=O)(=O)NC2CC2)cc1C(N)=O
 : 16.7%	12.1
> CCN1C(=O)/C(=C\N(C)C)S/C1=N\S(=O)(=O)c1ccccc1
 : ?	/
> O=C(NN1C(=O)C2C(C1=O)C1C=CC2C12CC2)c1ccncc1 (stereo unspecified)
 : ?	/
> COC(=O)CSc1nc2sc3c(c2c(=O)n1-c1ccc(OC)cc1)CCN(C)C3
 : i	20.8
> CC(OC(=O)c1cc[n+]([O-])cc1)C(=O)NCc1ccccc1 (stereo unspecified)
 : -7.7%	-11.2
> O=S(=O)(Nc1c(F)cccc1F)c1ccc2c(c1)OCCO2
 : i	7.4
> CC(C)c1ccc(/C=N/n2cnnc2)cc1
 : 9.5%	10.7
> Cc1cccc(CCNC(=O)c2cc(=O)[nH]c3ccc(Br)cc23)c1
 : 7.1%	1.2
> COC(=O)[C@H](Cc1ccccc1)NC(=O)Cn1ccc(NC(=O)OCc2ccccc2)nc1=O
 : ?	/
> O=C(Nc1ccc(N2CCOCC2)cc1N1CCOCC1)c1cccs1
 : i	/
> CCOc1ccc(N(CC(=O)O)S(=O)(=O)c2ccc(OC)c(OC)c2)cc1
 : -23.7%	24.2
> CCN(CC)S(=O)(=O)c1ccc(N=Cc2c(C)c(C#N)c(=O)n(C)c2O)cc1
 : ?	/
> CCCCCCCCC(=O)N/N=C(\C)c1ccc(O)cc1O
 : -27.3%	-16.3
> Cc1cc(NC(=S)NC(=O)CC(C)C)ccc1Br
 : -11.4%	-22.2
